Vif-A3F inh – blocks the Vif interaction with APOBEC3F | HeLa A3F-eYFP + Vif (tagged APOBEC3F with the HIV-1 protein that degrades it), YFP fluorescence increase | Potency, µM (series often up to 46.1 µM), for the others: top-dose activity, negative = active | 0.2% of 390,000 active | AID 602313; also: potency is read from the fitted curve at half-maximal effect; % of control where 0% means no effect; nearly all actives have a fitted effect of over 65% in size
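Fluorescence increase (Ex 488/Em 500-530) after overnight compound treatment at 37 deg C flags inhibition of Vif-driven A3F-eYFP loss in stable HeLa A3F-eYFP/Vif cells seeded overnight beforehand.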
Vif-A3G inh – Vif-A3G binding inhibition; 0.076% of 410,000 active; AID 602310; HeLa A3G-eYFP + Vif (tagged APOBEC3G with the HIV-1 protein that degrades it), YFP fluorescence, overnight; Potency, µM (highest dose often 46.1 µM), for inactives: at the top dose activity, negative = active, most hits filed as inhibitors; Q9HC16;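 also: potency is read from the fitted curve at half-maximal effect; % is scaled to controls: 0 for no effect and ±100 for the full control effect; nearly all actives have a fitted effect of over 60% in size; hits raise eYFP signal because A3G escapes Vif-driven loss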
Target sequence (Q9HC16 whole entry, looked up): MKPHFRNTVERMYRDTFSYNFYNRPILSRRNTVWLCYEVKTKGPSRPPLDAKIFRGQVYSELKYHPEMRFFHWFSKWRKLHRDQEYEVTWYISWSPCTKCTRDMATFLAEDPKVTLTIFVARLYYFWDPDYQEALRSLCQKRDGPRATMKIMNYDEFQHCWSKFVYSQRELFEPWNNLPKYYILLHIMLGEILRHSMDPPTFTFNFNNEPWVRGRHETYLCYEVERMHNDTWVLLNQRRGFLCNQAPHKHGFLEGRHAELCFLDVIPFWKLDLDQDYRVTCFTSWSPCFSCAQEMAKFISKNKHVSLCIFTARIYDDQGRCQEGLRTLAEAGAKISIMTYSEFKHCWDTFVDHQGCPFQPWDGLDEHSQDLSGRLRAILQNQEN
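Read-out is eYFP fluorescence (Ex 488/Em 500-530) from Vif-expressing HeLa A3G-eYFP cells; more signal means A3G escaped Vif-mediated degradation. Cells plated overnight, compound pinned in, incubated overnight at 37 deg C.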
D1 antagonist – blocks dopamine activation of the human D1 receptor | HEK293 TREx D1 cells, calcium flux, dopamine EC80; active compounds read low | activity change, negative = inhibition, % at 10 µM | 3.2% of 360,000 active; in the data active = activity change below about -30%; also: % is scaled to controls: 0 for no effect and ±100 for the full control effect
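Cells carrying a force-coupled, tetracycline-inducible human D1 receptor report calcium flux. Each well gets a 10 s baseline, compound with 180 s monitoring, then an EC80 dopamine stimulus with a second 180 s kinetic read.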
RXFP1 agonist – activates the human relaxin receptor RXFP1; Q9HBX9; HEK293T-RXFP1 cAMP TR-FRET, 30 min; response scale: percent of porcine relaxin response, buffer zero; Potency, µM (highest dose often 57.5 µM), for the others: at the top dose activation, usual class: activators; 0.3% of 370,000 active; also: potency is read from the fitted curve at half-maximal effect; % is scaled to controls: 0 for no effect and ±100 for the full control effect; nearly all actives have a fitted effect of over 60% in size; many of its hits are not listed in these tables
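HEK293 cells stably expressing RXFP1, treated 30 min at 37C with compounds plus PDE4 inhibitor Ro 20174; cAMP measured by HTRF TR-FRET. Normalized to buffer and 29 nM porcine relaxin; EC50 by Hill fit.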
D1 ag – activates the human D1 dopamine receptor. HEK293 T-REx D1 cells, calcium flux, agonist mode. 1% of 360,000 active. activation, % at 2 µM. AID 504660. P21728; in the data active = activation above about 30%; also: 0% is about no effect
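Tetracycline-induced HEK293 TREx D1 cells, force-coupled to calcium signalling, were dye-loaded with a no-wash calcium kit. Compound was pin-added after a 10 s baseline. Fluorescence was read kinetically at 1 cycle/s for 180 s, with calcium rises flagged as agonism.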
RXFP1 antagonist – antagonists of human relaxin receptor RXFP1; HEK293-RXFP1, relaxin-stimulated cAMP HTRF, 30 min; active compounds read low; activity change, negative = inhibition, % at 57.5 µM; 0.59% of 350,000 active; AID 1259400;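 active = activity change of -60% or lower, but not beyond a set lower limit; inconclusive = change between -60% and -40%, or beyond the set limit; inactive = change above -40%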; also: % is scaled to controls: 0 for no effect and ±100 for the full control effect
Glioma ERSR ind – inducers of ER stress response in human glioma cells. U87-MG GRP78 promoter luciferase reporter, 16 h. Potency, µM, for inactives: top-dose activation, actives largely listed as activators. 0.02% of 420,000 active; also: potency is read from the fitted curve at half-maximal effect; series mostly up to about 76 µM; % of control where 0% means no effect; nearly all actives have a fitted effect of over 35% in size
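ERSR induction read as luciferase luminescence (Bright-Glo, 10 min at room temperature) in stably transfected human U87-MG glioma cells exposed to compounds for 16 h, using GRP78 as sensor.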
D1 PAM – enhances dopamine response at the human D1 receptor; P21728; HEK293 TREx D1 cells, calcium flux, dopamine EC20 potentiation; potentiation, % at 10 µM; 0.036% of 360,000 active; AID 504651; in the data active = potentiation above about 30%; also: 0% is about no effect
D2 PAM – positive allosteric modulators of human D2 dopamine receptor; P14416; HEK293 T-REx D2, calcium flux, EC20 dopamine potentiation; potentiation, % at 10 µM; 0.34% of 340,000 active;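 active = potentiation over 3 SD above the plate norm, cut at about 30% in these data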; also: 0% is about no effect
Target sequence (P14416 whole entry, looked up): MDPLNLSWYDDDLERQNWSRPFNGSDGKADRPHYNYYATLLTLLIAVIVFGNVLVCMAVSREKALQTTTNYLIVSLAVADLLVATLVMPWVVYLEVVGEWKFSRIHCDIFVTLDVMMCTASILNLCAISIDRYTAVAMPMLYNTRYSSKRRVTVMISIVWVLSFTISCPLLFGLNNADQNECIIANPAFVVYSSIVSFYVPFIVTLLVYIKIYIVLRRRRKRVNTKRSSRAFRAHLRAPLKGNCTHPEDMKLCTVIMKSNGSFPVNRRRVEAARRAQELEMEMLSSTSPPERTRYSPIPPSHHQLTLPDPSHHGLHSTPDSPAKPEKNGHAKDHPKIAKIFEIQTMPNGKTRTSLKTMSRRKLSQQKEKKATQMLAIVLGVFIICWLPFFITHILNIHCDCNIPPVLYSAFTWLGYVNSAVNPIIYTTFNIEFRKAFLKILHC
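Tetracycline-induced HEK293 T-REx cells force-coupled to calcium signalling expressed D2; compounds were pin-added after a 10 s baseline, read kinetically 180 s, then an EC20 dopamine challenge followed with a further 180 s calcium read.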
An asterisk follows results filed as active; ? = inconclusive; . = not tested or not shown. Unless noted, calls follow the shape of the dose curve; as a rule, active = well fitted curve in the direction sought with a large enough effect; inconclusive = small, poorly fitted or top-dose-only effect, or another doubt; inactive = no such curve, though single readings can be large; an effect the other way counts as inactive or inconclusive. The list is partial; count on the stated rates, not on these rows.

Each structure is followed by: Vif-A3F inh	Vif-A3G inh	D1 antagonist	RXFP1 agonist	D1 ag	RXFP1 antagonist	Glioma ERSR ind	D1 PAM	D2 PAM
- O=C(NC(Cc1ccccc1)C(=O)O)/C(=C\c1ccc(Cl)cc1)NC(=O)c1ccco1 (configuration not stated)
→ 4%	-2%	-1	0.9%	2	-20	0%	-2	18
- Cc1sc(NC(=O)c2ccc3ncsc3c2)c(C(N)=O)c1C
→ 11%	0%	4	1.4%	3	-5	1%	0	-3
- Cc1ccc(Nc2c(-c3ccccc3)nc3cnccn23)cc1
→ -10%	2%	-4	5.6%	2	-11	3%	-4	0
- Cc1ccc(C(C)C)c(OCc2nnc(SCC(=O)Nc3ncc(C)s3)n2C)c1
→ -13%	0%	13	0.9%	3	-5	-1%	-2	-5
- O=C(NC1CC1)c1ccc(COc2ccc(F)cc2)o1
→ -8%	-3%	3	-2.1%	4	-32	-1%	1	8
- CCOC(=O)c1sc2nc(Cc3ccc(Cl)cc3)[nH]c(=S)c2c1C
→ -2%	0%	8	?	0	1	-5%	-2	4
- COc1ccc(C2=NS(=O)(=O)N(C)C(C(=O)N(C)Cc3ccccc3)=C2)cc1
→ 3%	6%	2	-0.7%	2	10	0%	0	-7
- CN(C)S(=O)(=O)c1ccc(NC(=O)CN2CCN(C(c3ccccc3)c3ccccc3)CC2)cc1
→ 1%	1%	7	0.0%	3	15	-4%	1	2
- CN(C)c1nc(N(C)C)nc(N2CCCCC2)n1
→ -4%	-4%	9	2.1%	0	-3	-3%	-4	4
- Cc1nc(SCc2ccc(O)c([N+](=O)[O-])c2)c([N+](=O)[O-])[nH]1
→ -2%	3%	-7	-1.2%	2	-3	-3%	-2	0
- COc1ccccc1CNC(=O)c1ccc(N2CCCC2)c(NC(=O)NCc2ccc(F)cc2)c1
→ 5%	1%	-5	0.7%	7	-2	-2%	0	9
- CC(Oc1ccccc1)c1ccnc(N)n1 (configuration not stated)
→ -9%	1%	5	0.3%	4	0	-1%	.	6
- COC(=O)c1ccc(CSc2nc3ccccc3c(=O)n2C)o1
→ -30%	-14%	-5	3.3%	7	7	3%	0	5
- c1coc(CNc2ncnc3sc4c(c23)CCCCC4)c1
→ 2%	-10%	2	2.5%	-1	-3	-5%	7	-5
- Cc1cccc(Cn2c(SCc3ccc(C(=O)NC4CCCCC4)cc3)nc3ccncc32)c1
→ -2%	2%	-8	?	3	2	-3%	-3	-13
- COc1cccc(NC(=O)NCc2c(-c3ccccc3)noc2C)c1
→ 7%	0%	-6	1.3%	8	0	-3%	-5	-4
- O=c1[nH]c(-c2ccc3c(c2)OCO3)nc2c1sc(=S)n2-c1ccccc1
→ 6%	-1%	6	3.8%	2	-21	5%	-3	4
- O=C1Nc2ccccc2C(O)(C(=O)NCc2ccco2)N1c1ccccc1 (configuration not stated)
→ -6%	1%	22	0.8%	0	2	-7%	0	0
- CCOC(=O)Cn1c2[n+](c3ccccc31)CC(O)CS2 (configuration not stated)
→ -2%	2%	4	0.0%	5	2	1%	-4	-8
- O=C(ON=C1CCN(S(=O)(=O)c2ccccc2)CC1)c1cccc(Cl)c1
→ -10%	-1%	1	1.9%	2	-6	-3%	1	34*
- COC(=O)c1sc(N)c(C(=O)OC)c1Cn1ncc(Cl)c(Cl)c1=O
→ 3%	-24%	-1	-1.2%	-1	6	-14%	-5	-10
- Cc1ccc(Cl)cc1NC(=O)N1CCc2cc(S(=O)(=O)N3CCC(C)CC3)ccc21
→ .	.	4	8.3%	0	-1	.	-2	-3
- COc1cc(CCN2C(=O)c3cccc4cccc(c34)C2=O)c(S(=O)(=O)NCCCO)cc1OC
→ 0%	2%	5	-1.8%	3	6	0%	-3	-2
- CCOc1ccc(-c2cn3c(n2)sc2cc(C(=O)NC4CCCc5ccccc54)ccc23)cc1 (configuration not stated)
→ ?	3%	-3	6.8%	1	11	-2%	-3	5
- C/C(=N\NC(=O)CNC(=O)c1ccccc1F)c1ccco1
→ ?	1%	4	-3.6%	-1	4	5%	-1	16
- Cc1ccc(NC(=O)c2cc(S(=O)(=O)N(C)C)ccc2N2CCCC2)cc1S(=O)(=O)N(C)C
→ -12%	-14%	2	1.4%	1	-7	32µM*	-3	13
- O=C(CCc1nc2ccccc2c(=O)[nH]1)Nc1ccc(F)cc1
→ 1%	0%	17	2.4%	1	8	3%	-3	-4
- CCc1cc(C(=O)OC)c(NC(=O)CCCC(=O)O)s1
→ .	-4%	.	-0.8%	.	-5	-12%	.	.
- CC1(C)OC(=O)C(=CSc2ccc(C(C)(C)C)cc2)C(=O)O1
→ 5%	-2%	20	2.4%	3	19	-4%	4	6
- CC(=O)c1ccc(OCC(=O)Nc2ccccc2C(=O)NC2CC2)cc1
→ 4%	2%	-12	17%	0	-1	1%	-1	-3
- CCN(c1cccc(C)c1)S(=O)(=O)c1c(C)[nH]c(C)c1C(=O)N1CCCCC1
→ -7%	2%	-3	0.2%	4	37	-4%	-6	.
- COc1ccccc1NC(=O)Nc1nc(CC(=O)NC2CCCC2)cs1
→ -14%	0%	-8	-0.1%	1	-17	1%	-4	15
- COCCNC(=O)CSC1=N/C(=C/c2ccc(Cl)c(Cl)c2)C(=O)N1c1ccccc1F
→ -9%	-19%	-7	3.2%	4	-6	-3%	-6	1
- COC(=O)C1=C(C)N(Cc2ccc3c(c2)OCO3)C(=O)C1
→ 6%	-1%	-7	1.2%	3	-10	-2%	-1	-13
- Cc1cc(NC(=O)c2cccs2)no1
→ 7%	-3%	3	2.1%	2	-3	5%	1	-12
- CNCC(=O)N(CC(C)C)c1c(N)n(CC(C)C)c(=O)[nH]c1=O
→ 2%	0%	3	0.2%	2	0	-1%	0	10
- COc1cc(/C=N/NC(=O)c2cc(-c3ccccc3)nc3ccccc23)cc(OC)c1O
→ -19%	-4%	5	3.6%	1	1	-2%	-13	-9
- CC(C)CCN1CCN(Cc2ccon2)CC1CCO (configuration not stated)
→ -1%	10%	3	-1.4%	3	-4	-2%	-4	.
- COc1ccccc1N1CCN(C(=O)c2ccc(Cn3c(=S)[nH]c4cc5c(cc4c3=O)OCO5)cc2)CC1
→ -11%	-2%	42	11%	1	-16	-2%	-8	-6
- Cc1ccc(C(=O)n2cnnc2N)cc1
→ 1%	-1%	6	1.5%	-1	2	-4%	-5	-5
- O=C(c1cccnc1)N1c2ccccc2Sc2ccccc21
→ 4%	-5%	6	-3.1%	0	-7	0%	2	-2
- COc1cccc(CN(C)C(=O)c2ccc(NC(=O)CC3SC(N4CCCCC4)=NC3=O)cc2)c1OC (configuration not stated)
→ 0%	1%	.	.	.	2	-4%	.	.
- Cc1cccc(OCC(=O)Nc2ccc(N3CCN(C(=O)c4ccco4)CC3)cc2)c1C
→ -7%	4%	-13	0.9%	4	7	-4%	-3	6
- Cc1c(CC(=O)NCc2ccccc2Cl)c(=O)oc2cc(O)ccc12
→ -9%	-6%	6	7.9%	3	0	2%	2	7
- COc1ccc(NC(=O)C23CC4CC(C2)CC(n2cnc(Br)n2)(C4)C3)cc1Cl
→ 0%	0%	6	-0.2%	0	2	-6%	-6	-12
- O=C1CN(C(=O)CSc2nc3ccccc3n2CCc2ccccc2)c2ccccc2N1
→ -3%	-4%	-7	0.3%	2	14	-3%	-3	3
- CCC(=O)OCCn1c(=O)c2cc3c(=O)n(CCOC(=O)CC)c(=O)c3cc2c1=O
→ 0%	1%	7	-0.8%	-1	-13	-1%	1	-7
- O=C(O)CSc1nnc(COc2cccc3ccccc23)o1
→ -4%	-1%	-8	-3.0%	3	2	0%	-1	0
- Cc1ccc(C(=O)NCC(=O)OCC(=O)c2ccc3c(c2)NC(=O)CO3)cc1C
→ -12%	0%	4	2.2%	1	-5	-2%	-3	-4
- Cc1ccc(NC(=O)Cn2c(=O)n(CCCCC(=O)NCCc3ccccc3)c(=O)c3ccccc32)cc1
→ -1%	-2%	-2	12%	-1	.	-1%	1	15
- Cc1cc(C)c(C(=O)COC(=O)c2cccc(S(=O)(=O)N3CCOCC3)c2)cc1C
→ -5%	-5%	.	.	.	-2	-5%	.	.
- O=C(NCc1ccc2c(c1)OCO2)C1CCN(c2nccc(C(F)(F)F)n2)CC1
→ 14%	0%	-1	1.9%	2	5	-3%	-2	-11
- O=C(O)CNc1ccccc1C(=O)O
→ 1%	-10%	1	2.0%	2	-4	0%	-10	1
- CCOC(=O)N1CCN(c2c(NCc3ccccc3OC)c(=O)c2=O)CC1
→ -20%	-15%	-10	-1.4%	1	.	-2%	.	-2
- Nc1ccc([N+](=O)[O-])cc1C(=O)NNC(=O)c1ccco1
→ 7%	1%	-11	-0.5%	2	4	1%	3	-2
- Cc1cc(/C=C2\NC(=S)NC2=O)c(C)n1-c1cccnc1
→ -18%	2%	-1	0.5%	3	-5	5%	1	-9
- Cc1cccn2c(=O)c(C(=O)N3CCN(c4ccccc4)CC3)cnc12
→ -3%	-5%	14	5.7%	-1	-7	0%	1	8
- COc1ccc(C(=O)NCCNc2nc3ccc(C)cc3cc2C#N)cc1OC
→ -2%	7%	-5	6.6%	1	-2	-3%	14	11
- C#CCOCCOCCOCCNc1nc(N2CCN(C(=O)CCCCCCCCCCNC(=O)[C@H](CCCN=C(N)N)n3cc(C[C@@H](C)CC)nn3)CC2)nc(N2CCN(C(=O)CCCCCCCCCCNC(=O)[C@@H]([C@H](C)CC)n3cc(CCCCCN)nn3)CC2)n1
→ .	.	15	-0.3%	6	.	.	35*	8
- O=C(Nc1ccccc1C(=O)N1CCCC1)c1ccc(Cl)cc1Cl
→ 7%	0%	-29	-3.0%	1	10	-1%	-6	7
- CCOC(=O)CCc1c(C)c2ccc(OCC(=O)N3CCOCC3)c(C)c2oc1=O
→ 12%	3%	1	2.0%	6	-5	-2%	3	3
- CCOC(=O)N1CCN(C(=O)c2ccc(N3CCCC3=O)cc2)CC1
→ 6%	2%	-7	2.1%	1	-3	-2%	4	12
